Eya2 inh – qHTS Assay for Inhibitors of the Phosphatase Activity of Eya2 | Protein phosphatase EYA2 (Homo sapiens), O00167 | recombinant Eya2, OMFP fluorescence dephosphorylation (OMFP is methylfluorescein phosphate) | Potency, µM (top dose mostly 76.9 µM), for inactives: top-dose activity, negative = inhibition, actives largely listed as inhibitors | 0.006% of 330,000 active; further: potency means the concentration at half of the fitted maximal effect; on the % scale 0 is the no-effect control and ±100 the full control effect
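Eya2 (0.2 uM) preincubated 10 min at ambient with compound, then OMFP substrate added at 50 uM; 10 min reaction in 50 mM HEPES pH 7.5, 50 mM NaCl, 5 uM MgCl2, 0.05% BSA, 1 mM DTT. Fluorescence read at Ex 485/Em 525 nm.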
USP2a block – qHTS Assay for Inhibitors of Ubiquitin-specific Protease USP2a Using CHOP2 as the Reporter; Ubiquitin carboxyl-terminal hydrolase 2 (Homo sapiens), O75604; USP2 core, Ub-CHOP2 coupled fluorogenic reporter, 485/531; Potency, µM (highest dose often 38.3 µM), for inactives: at the highest dose activity change, negative = inhibition, actives largely listed as inhibitors; 0.01% of 330,000 active; AID 463254, 2010;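 further: potency means the concentration at half of the fitted maximal effect; plate controls were DMSO wells for no effect and full inhibition by NEM control for full effect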
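Cell-free coupled assay: 10nM USP2 core preincubated 30min RT with compound in Tris-HCl pH 8.0/CaCl2/CHAPS buffer, then 25nM Ub-CHOP2 and 25nM reporter substrate; fluorescence (Ex 485/Em 531) read after 60min RT, normalized to NEM inhibition, concentration-response curves fitted.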
KCNH2 3.1 block – qHTS for Inhibitors of KCHN2 3.1: Mutant qHTS | Potassium voltage-gated channel subfamily H member 2, brain isoform KCNH2 3.1 (human) | U2OS KCNH2 3.1, thallium flux FluxOr; active compounds read low | activity change, % (tested at about 1.8 µM) | 0.95% of 340,000 active | AID 720553, 2013;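 active means maximum activity change below -70%; inconclusive means maximum activity change from -70% to -50%; inactive means maximum activity change above -50%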;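 further: thallium influx rate constant from kinetic fluorescence after stimulation buffer; on the % scale 0 is the no-effect control and ±100 the full control effect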
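U2OS cells transduced with KCNH2 3.1 mutant virus (1.77 x 10^8 /mL, 4 h), plated overnight at 37 C, loaded 45 min with FluxOr dye plus Red40 quencher. Thallium flux rate constant from kinetic reads after stimulation buffer, normalised to controls.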
Mito fusion act – qHTS Assay for Small Molecule Inhibitors of Mitochondrial Division or Activators of Mitochondrial Fusion; S. cerevisiae fusion-defective mutant growth rescue, CellTiterGlo 48 h; Potency, µM (titrated, usually from 46.1 µM), for inactives: at the top dose growth rescue (activation), hits mostly activators; 0.23% of 320,000 active; AID 485298, 2010;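 further: potency means the concentration at half of the fitted maximal effect; % of control where 0% means no effect; nearly all actives have a fitted effect of over 45% in size; temperature-sensitive fusion mutants such as fzo1-1 at 37 °C on non-fermentable ethanol glycerol medium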
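Temperature-sensitive fusion-defective S. cerevisiae (e.g. fzo1-1, mgm1-5) were grown with compound in YPEG medium (3% ethanol, 3% glycerol) for 48 hours at 37C. Growth rescue was measured as viability by CellTiterGlo luminescence after 10 minutes at ambient.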
KCNH2 WT inh – qHTS for Inhibitors of KCHN2 3.1: Wildtype qHTS; Voltage-gated inwardly rectifying potassium channel KCNH2 (Homo sapiens), Q12809; U2OS, BacMam KCNH2, thallium flux FluxOr; active compounds read low; AID 720551, 2013; 0.37% of 340,000 active; activity change, % at 1.84 µM;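 active means maximum activity change below -70%; inconclusive means maximum activity change between -70% and -50%; inactive means maximum activity change above -50%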; further: on the % scale 0 is the no-effect control and ±100 the full control effect
Target sequence (Q12809 whole entry, looked up): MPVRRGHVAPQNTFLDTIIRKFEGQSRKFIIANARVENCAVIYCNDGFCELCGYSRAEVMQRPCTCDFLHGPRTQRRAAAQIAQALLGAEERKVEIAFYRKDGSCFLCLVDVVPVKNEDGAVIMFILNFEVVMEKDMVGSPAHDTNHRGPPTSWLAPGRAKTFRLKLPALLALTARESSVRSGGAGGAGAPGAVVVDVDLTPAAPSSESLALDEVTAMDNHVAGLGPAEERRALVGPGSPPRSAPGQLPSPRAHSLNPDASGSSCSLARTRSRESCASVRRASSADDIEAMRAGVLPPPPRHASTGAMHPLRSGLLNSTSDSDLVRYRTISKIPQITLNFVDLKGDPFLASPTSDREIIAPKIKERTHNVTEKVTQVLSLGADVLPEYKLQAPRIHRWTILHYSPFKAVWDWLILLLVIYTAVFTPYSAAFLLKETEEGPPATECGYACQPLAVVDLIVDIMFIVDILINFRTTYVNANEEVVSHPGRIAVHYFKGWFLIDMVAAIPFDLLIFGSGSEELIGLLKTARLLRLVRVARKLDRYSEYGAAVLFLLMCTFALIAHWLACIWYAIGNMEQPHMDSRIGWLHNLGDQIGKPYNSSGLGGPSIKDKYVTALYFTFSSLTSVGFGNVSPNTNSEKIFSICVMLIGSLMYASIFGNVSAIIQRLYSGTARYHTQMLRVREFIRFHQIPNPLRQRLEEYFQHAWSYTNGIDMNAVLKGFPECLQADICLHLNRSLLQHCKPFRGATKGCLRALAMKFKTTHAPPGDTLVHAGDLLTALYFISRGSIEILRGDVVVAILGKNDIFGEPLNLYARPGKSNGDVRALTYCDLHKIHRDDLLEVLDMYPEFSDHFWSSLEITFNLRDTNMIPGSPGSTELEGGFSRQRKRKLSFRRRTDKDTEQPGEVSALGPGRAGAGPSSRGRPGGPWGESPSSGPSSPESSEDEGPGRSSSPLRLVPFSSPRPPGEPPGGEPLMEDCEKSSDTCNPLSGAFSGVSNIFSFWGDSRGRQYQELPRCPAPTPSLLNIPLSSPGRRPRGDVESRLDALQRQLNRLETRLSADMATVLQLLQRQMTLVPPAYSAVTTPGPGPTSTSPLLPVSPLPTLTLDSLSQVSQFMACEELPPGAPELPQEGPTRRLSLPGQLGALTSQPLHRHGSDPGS
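U2OS cells were transduced with wild-type KCNH2 virus (2.03 x 10^8 / mL) for 4 h at room temperature, then cultured overnight at 37 C. Thallium flux was read with FluxOr dye. Rate constants were normalized to DMSO controls.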
A-T KAP1 phos – qHTS Assay for Identifying a Potential Treatment of Ataxia-Telangiectasia; […] A-T fibroblasts, KAP-1 phosphorylation AlphaLISA; neocarzinostatin DNA damage 30 min before lysis; Potency, µM (top dose mostly 57.5 µM), without a hit: top-dose activation, usual class: activators; 0.19% of 320,000 active; further: potency means the concentration at half of the fitted maximal effect; % of control where 0% means no effect; nearly all actives have a fitted effect of over 45% in size
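hTERT-immortalized A-T patient fibroblasts ([…]), 500 cells/well in OPTI-MEM, 1% FBS, got compounds for 60 min, then NCS for 30 min at 37C. Lysates were then assayed for phospho-KAP-1 by AlphaLISA (anti-pKAP1 donor, anti-KAP1 acceptor beads), 6 hr at 25C.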
TCR act – Activators of T cell receptors: qHTS campaign; primary human leukocytes, anti-CD3, IL-2 HTRF, 48 h; 330,000 tested, under 10 active; Potency, µM (titrated, usually from 9.22 µM), without a hit: at the top dose activation of IL-2 secretion, usual class: activators; further: % of control where 0% means no effect
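IL-2 release read by HTRF sandwich (Eu cryptate donor, d2 acceptor, 665 nm emission) after 48 hr exposure of primary human leukocytes to compound together with anti-CD3 beads in the absence of co-stimulatory signals.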
TSHR antag – Antagonists of the Thyroid Stimulating Hormone Receptor: HTS campaign. activity change, negative = inhibition, % at 11.5 µM. 0.2% of 330,000 active. AID 504810, 2011. TSHR-expressing cells, TSH-stimulated cAMP HTRF, 2 h; active compounds read low. Thyrotropin receptor (Homo sapiens), P16473;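 active means activity change below a set negative limit, meaning inhibition stronger than a set level, cut at about -70% in these data; inconclusive means activity change between two set negative limits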; further: on the % scale 0 is the no-effect control and ±100 the full control effect
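TSHR-expressing cells were treated with compounds, then stimulated with TSH at EC80 (4nM final) for 2 hours at 37 deg C. Cellular cAMP was measured by HTRF competition between lysate cAMP and cAMP-d2 for a cryptate-labelled anti-cAMP antibody.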
TRPV1 agonist – HTS Assay for Compounds that Act as Agonists of the Vanilloid Receptor 1 | Transient receptor potential cation channel subfamily V member 1 (Homo sapiens), Q8NER1 | TRPV1-expressing cells, Fluo-8 calcium influx, agonist mode | activation, % at 8.33 µM | 0.19% of 320,000 active | AID 540275, 2011; in the data active means activation above about 80%; inconclusive means between about 30% and that limit; further: 0% is about no effect
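TRPV1-expressing cells were cultured overnight at 35.5C and loaded with Fluo-8 calcium dye for 40 to 90 min at room temperature. After a 10 s baseline, compound was added and calcium influx was read kinetically for 3 min (ex 480/em 520 nm).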
ELG1 DNA repair – qHTS screen for small molecules that inhibit ELG1-dependent DNA repair in human embryonic kidney (HEK293T) cells expressing luciferase-tagged ELG1; HEK293T ELG1-luciferase reporter, luminescence, 16 h; DNA damage induced by 5-fluorouridine; Potency, µM (highest dose often 46.1 µM), for the others: at the top dose activity change, negative = inhibition, actives largely listed as inhibitors; 2.3% of 330,000 active; AID 504467, 2011; further: potency means the concentration at half of the fitted maximal effect; on the % scale 0 is the no-effect control and ±100 the full control effect; nearly all actives have a fitted effect of over 55% in size
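HEK293T cells expressing luciferase-tagged ELG1 (2,000/well) received 5-Fluorouridine plus compound or DMSO for 16 hr at 37 °C. Luciferase was read by ONE-Glo luminescence after 30 min at room temperature.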
* = called active by the depositor; ? = inconclusive; · = no result given; & = joins results of further samples; [ ] = remark or other dose. Unless noted, the call rests on the fitted dose curve; in most records, active means well fitted curve in the direction sought with a large enough effect; inconclusive means small, poorly fitted or top-dose-only effect, or another doubt; inactive means no such curve, though single readings can be large; an effect the other way counts as inactive or inconclusive. Not all compounds are listed; the hit share may differ from the screen's.

#	canonical_smiles	USP2a block	ELG1 DNA repair	TCR act	Mito fusion act	Eya2 inh
1	O=C(CN1CCCC1=O)Nc1ccccc1	2%	7%	-6%	-2%	10%
2	Cc1c(CC(=O)N2C[C@H]3C[C@@H](C2)c2cccc(=O)n2C3)c(=O)oc2c(C)c(O)ccc12	-1%	21%	-8%	-5%	-4%
3	CCCCCSc1cc(OC)c(CCNC)cc1OC	1%	0%	-8%	-10%	-18%
4	CN(C(=O)Oc1ccc([N+](=O)[O-])cc1)c1ccccc1	3%	?	2%[46.1 µM]	1%	-7%
5	CN(C)C(=O)Oc1ccc(-c2cn3cc(C(F)(F)F)ccc3n2)cc1	3%	?	1%[46.1 µM]	17%	0%
6	CC1CCN(C(=O)c2ncn(C)c2C(=O)N2CCC(C)CC2)CC1	3%	?	-4%	·	-19%
7	O=C1CC(=O)N(Cc2ccccc2)C(=O)N1CCCCCCN1C(=O)CC(=O)N(Cc2ccccc2)C1=O	?	8%	-8%	0%	12%
8	C=CCN1CC[C@]23c4c5ccc(O)c4O[C@H]2/C(=N/NC(=O)c2ccccc2)CC[C@@]3(O)[C@H]1C5	·	·	-3%	11%	5%

#	TSHR antag	KCNH2 3.1 block	A-T KAP1 phos	TRPV1 agonist	KCNH2 WT inh
1	10	0	·	-10	-13
2	-4	4	-7%	1	-19
3	2	1	-4%	-1	12
4	13	-1	5%	-1	14
5	2	0	3%	1	-19
6	24	0	-3%	·	-17
7	-4	-10	13%	1	-2
8	9	-8	·	·	12

More records follow.
#	canonical_smiles	USP2a block	ELG1 DNA repair	TCR act	Mito fusion act	Eya2 inh
9	FC(F)(F)c1ccc(CN2CCNCC2)cc1	-1%	7%	3%	22%	7%
10	CCCCCn1c(=O)c(C(=O)NC(C)c2ccccc2)c(O)c2ccccc21 (centres undefined)	-1%	-15%	-12%	-4%	6%
11	CCOC(=O)c1c(-n2c(C)cc(C=C3C(=O)NC(=S)NC3=O)c2C)sc2c1CCCC2	0%	?	3%	9%	4%
12	Cc1ccc(CN2CCCN(Cc3ccccc3C)S2(=O)=O)cc1	3%	-7%	-2%	9%	-11%
13	Cc1cc(C)nc(OC(=O)c2ccc(Cl)cc2Cl)n1	-3%	?	·	0%	2%
14	CC1N=C(c2ccccc2Cl)c2cc(Br)ccc2NC1=O (centres undefined)	1%	-5%	-3%	12%	-20%
15	COc1cc2c(c(OC)c1)C(=O)OC(C)CCCC(=O)CCCCC2 (centres undefined)	-10%	-14%	0%	4%	0%
16	COP(=O)(Cc1ccc(C#N)o1)OC	0%	-5%	-1%	0%	16%

#	TSHR antag	KCNH2 3.1 block	A-T KAP1 phos	TRPV1 agonist	KCNH2 WT inh
9	3	-3	-4%	0	1
10	13	-6	-2%	3	21
11	-10	-21	-7%	?	-1
12	-3	-13	2%	15	-1
13	-20	·	2%	4	·
14	-8	-13	0%	1	0
15	-5	-2	28%	0	1
16	-6	-1	4%	1	-2

Following part.
#	canonical_smiles	USP2a block	ELG1 DNA repair	TCR act	Mito fusion act	Eya2 inh
17	CC(C)CNc1c2c(nc3ccccc13)CCC2	2%	-4%	-2%	15%	3%
18	Cc1ccn2nc(S(=O)(=O)Nc3c(F)cccc3F)nc2n1	2%	3%	-2%[46.1 µM]	-1%	3%
19	C[N+]12CCC(CC1)C(C(O)(c1cccc(Cl)c1)c1cccc(Cl)c1)C2 (centres undefined)	0%	-10%	5%	1%	-4%
20	COc1ccc(OC)c(C2=NOC(C(=O)N3CCC4(CC3)OCCO4)C2)c1 (centres undefined)	0%	-1%	-1%	-9%	-2%
21	N#CCCCCC#N	4%	3%	8%	·	3%
22	C=C1C(O)(c2ccccc2)C2CC[N+]1(C)CC2 (centres undefined)	-1%	-17%	-2%	1%	5%
23	Cc1cccc(N2CCN(C(=O)CCS(=O)(=O)c3ccc4c(c3)oc(=O)n4C)CC2)c1C	-1%	?	-4%	4%	-3%
24	Cc1cc(C)n2c(Br)c(CN3CC4CC(C3)c3cccc(=O)n3C4)nc2n1 (centres undefined)	0%	4%	14%	-7%	-3%

#	TSHR antag	KCNH2 3.1 block	A-T KAP1 phos	TRPV1 agonist	KCNH2 WT inh
17	2	3	9%	2	18
18	16	2	·	2	-1
19	2	14	-11%	-4	-20
20	1	-3	4%	-2	4
21	-2	-1	1%	·	4
22	16	5	-3%	-2	-3
23	-3	10	-16%	20	2
24	16	-22	-3%	-2	-3

Going on with the list.
#	canonical_smiles	USP2a block	ELG1 DNA repair	TCR act	Mito fusion act	Eya2 inh
25	C[C@@H]1CN([C@H](C)CO)C(=O)c2cc(NC(=O)Nc3ccc(C(F)(F)F)cc3)ccc2O[C@H]1CN(C)S(=O)(=O)c1cccs1	-10%	?	-4%	·	4%
26	Cc1ccc(S(=O)(=O)N[C@@H](CCCCN)C(=O)CCl)cc1	·	·	4%	-8%	5%
27	NNP(=O)(CC(=O)c1ccccc1)c1ccccc1 (centres undefined)	1%	25%	-6%	0%	-3%
28	CN(C)[C@@H]1C(=O)C(C(N)=O)=C(O)[C@@]2(O)C(=O)C3=C(O)c4c(O)cccc4[C@@](C)(O)C3[C@H](O)C12 (some centres undefined)	?	1%&0%	2%&-4%	2%&0%	21%&6%
29	O=C(COc1ccccc1)N1CCN(CC(O)COc2ccccc2)CC1 (centres undefined)	0%	1%	-2%	2%	19%
30	Cc1ccc(-n2c(O)c(C=NCc3ccco3)c(=O)[nH]c2=S)cc1C	-3%	-3%	-1%	-1%	12%
31	Cc1cc(N2C(=O)C3CCCN3C2c2cccc(Cl)c2)no1 (centres undefined)	1%	3%	3%[46.1 µM]	-4%	-8%
32	O=C(Cn1cnc2ccccc2c1=O)NCCC(=O)N1CCC2(CC1)OCCO2	2%	0%	1%	-1%	-1%

#	TSHR antag	KCNH2 3.1 block	A-T KAP1 phos	TRPV1 agonist	KCNH2 WT inh
25	2	0	-1%	·	-34
26	-5	3	·	·	4
27	3	-2	-4%	1	-5
28	-3&-3	6&-9	-7%&-8%	0&1	-3&-6
29	2	-26	4%	1	1
30	6	-1	-7%	0	0
31	-3	17	·	-1	3
32	-9	7	·	-1	1

Full records as entered above. Values in the order: USP2a block | ELG1 DNA repair | TCR act | Mito fusion act | Eya2 inh | TSHR antag | KCNH2 3.1 block | A-T KAP1 phos | TRPV1 agonist | KCNH2 WT inh
Listed for C[C@@H]1CN([C@H](C)CO)C(=O)c2cc(NC(=O)Nc3ccc(C(F)(F)F)cc3)ccc2O[C@H]1CN(C)S(=O)(=O)c1cccs1 → -10% | ? | -4% | · | 4% | 2 | 0 | -1% | · | -34
Listed for Cc1cc(N2C(=O)C3CCCN3C2c2cccc(Cl)c2)no1 (centres undefined) → 1% | 3% | 3%[46.1 µM] | -4% | -8% | -3 | 17 | · | -1 | 3
Listed for Cc1ccc(-n2c(O)c(C=NCc3ccco3)c(=O)[nH]c2=S)cc1C → -3% | -3% | -1% | -1% | 12% | 6 | -1 | -7% | 0 | 0
Listed for Cc1ccc(S(=O)(=O)N[C@@H](CCCCN)C(=O)CCl)cc1 → · | · | 4% | -8% | 5% | -5 | 3 | · | · | 4

Next entries:
#	canonical_smiles	USP2a block	ELG1 DNA repair	TCR act	Mito fusion act	Eya2 inh
33	CSc1ccc(C(=O)C2CCCN(Cc3ccn[nH]3)C2)cc1 (centres undefined)	1%	2%	-12%	2%	30%
34	COc1cc(C=C2C(=O)NC(=O)NC2=O)cc(OC)c1OC	1%	?	-5%	3%	1%
35	CC/C(=C\C=C\[C@@H]1C=C[C@@H]2CCC[C@H]2[C@@H]1C(=O)c1ccc[nH]1)[C@@H]1O[C@@H]([C@@H](C)C(=O)O)CC[C@@H]1C	-7%	-15%	6%[46.1 µM]	-3%	-19%
36	CC1CC2(O)c3nonc3CCC2N1O (centres undefined)	2%	7%	4%	-3%	27%

#	TSHR antag	KCNH2 3.1 block	A-T KAP1 phos	TRPV1 agonist	KCNH2 WT inh
33	-1	-19	-16%	5	11
34	-4	1	-9%	-3	-8
35	-72*	-1	-5%	?	-3
36	11	10	-2%	0	1

Compound activity (PubChem)
